HCV inh = HCV inhibition. Huh7.5.1 HCVcc-Cre infection, luciferase reporter, 44 h. Potency, µM (top dose mostly 41.8 µM), inactives show at the highest dose activity change, negative = inhibition, actives largely listed as inhibitors. hit rate 3.4% among 340,000; further: potency means the concentration at half of the fitted maximal effect
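Infectious HCV cell culture screen: compound-treated cells (1,000/well, pre-plated 4 h) are infected with HCVcc-Cre at roughly 0.5 moi and grown 44 h. Infection is quantified by luciferase signal after 15 min substrate incubation at room temperature.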
Giardia FBPA inh = blocks Giardia fructose-bisphosphate aldolase activity. A8B2U2. purified Giardia FBPA. Potency, µM (highest dose often 59.6 µM), for inactives: top-dose activity, negative = inhibition, actives largely listed as inhibitors. hit rate 0.71% among 290,000. AID 2451; further: potency means the concentration at half of the fitted maximal effect; nearly all actives have a fitted effect of over 55% in size
Target sequence (A8B2U2 whole entry, looked up): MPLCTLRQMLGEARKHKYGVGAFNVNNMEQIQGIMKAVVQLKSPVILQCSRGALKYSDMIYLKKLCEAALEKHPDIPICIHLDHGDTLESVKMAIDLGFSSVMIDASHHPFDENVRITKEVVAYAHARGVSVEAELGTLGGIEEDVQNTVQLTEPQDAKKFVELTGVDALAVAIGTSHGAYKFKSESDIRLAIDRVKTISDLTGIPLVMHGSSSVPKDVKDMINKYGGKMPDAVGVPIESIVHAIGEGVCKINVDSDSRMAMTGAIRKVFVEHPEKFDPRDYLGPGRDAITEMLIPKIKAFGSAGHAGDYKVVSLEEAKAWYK
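Giardia FBPA (40 nM reagent) was preincubated 10 min at RT with compound (up to 57.5 uM final), then substrate plus GAPDH/TPI/NAD/arsenate coupling system with diaphorase/resazurin was added; resorufin fluorescence (525/598 nm) was read after 20 min.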
Sm TGR inh = blocks Schistosoma mansoni thioredoxin glutathione reductase; Q962Y6; purified TGR, DTNB reduction, TNB absorbance 405 nm; Potency, µM (doses to about 114 µM), for inactives: at the top dose activity change, negative = inhibition, most hits filed as inhibitors; hit rate 3% among 360,000; AID 485364; further: potency means the concentration at half of the fitted maximal effect; nearly all actives have a fitted effect of over 60% in size
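First, TGR (20 nM dispensed) and NADPH were mixed with compound. Second, a 15 min room-temperature incubation followed. Third, further NADPH and then DTNB were added to start the reaction. Finally, TNB absorbance was monitored kinetically.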
AmpC inh detg = AmpC beta-lactamase inhibition with detergent present; AmpC hydrolysis of nitrocefin, absorbance 480 nm, 0.01% Triton; P00811; hit rate 0.041% among 370,000; Potency, µM (series often up to 114 µM), inactives show top-dose activity change, negative = inhibition, usual class: inhibitors;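 further: potency means the concentration at half of the fitted maximal effect; 0% = no-compound wells and -100% = no-enzyme wells; nearly all actives have a fitted effect of over 25% in size; some results filed as inactive show a strong effect at the top dose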
Target sequence (P00811 whole entry, looked up): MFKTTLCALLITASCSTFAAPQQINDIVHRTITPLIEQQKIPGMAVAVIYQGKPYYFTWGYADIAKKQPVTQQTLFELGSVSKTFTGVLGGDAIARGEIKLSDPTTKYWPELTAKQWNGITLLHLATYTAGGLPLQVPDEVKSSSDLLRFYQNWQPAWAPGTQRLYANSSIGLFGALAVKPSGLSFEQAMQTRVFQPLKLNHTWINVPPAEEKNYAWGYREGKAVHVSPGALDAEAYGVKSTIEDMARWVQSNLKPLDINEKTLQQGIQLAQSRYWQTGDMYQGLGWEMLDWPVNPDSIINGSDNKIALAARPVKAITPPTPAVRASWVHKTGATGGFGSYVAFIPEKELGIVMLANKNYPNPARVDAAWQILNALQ
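20 mM phosphate pH 7.0 + 0.01% (detergent screen) or 0.0001% Triton X-100; 5.3 nM AmpC reagent; cpd preinc 15 min RT; nitrocefin (800 uM stock) to start; A480 q20 s × 4 min; Activity was normalised to no-enzyme and no-compound control wells.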
HCMV antiviral = inhibitors of human cytomegalovirus. HFF cells, HCMV-luciferase reporter, 72 h; active compounds read low. activity change, negative = inhibition, % at 57.5 µM. hit rate 4.5% among 410,000; in the data active means activity change below about -60%; inconclusive means no clear call, values can overlap the other calls; inactive means above about -39%
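Screen run at 2 compound doses on HFFs infected with reporter HCMV, MOI 1 PFU/cell. Luciferase activity from cell lysates at 72 h post infection gave inhibition relative to buffer-only and Salinomycin wells.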
AmpC no deterg = inhibitors of E. coli AmpC beta-lactamase without detergent. AmpC nitrocefin hydrolysis, absorbance 480 nm, 0.0001% Triton. Potency, µM (top dose mostly 57.1 µM), for the others: at the top dose activity change, negative = inhibition, most hits filed as inhibitors. hit rate 0.52% among 330,000. AID 485341;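 further: potency means the concentration at half of the fitted maximal effect; plate controls were no compound for no effect and no enzyme for full effect; nearly all actives have a fitted effect of over 20% in size; some results filed as inactive show a strong effect at the top dose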
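20 mM phosphate pH 7.0 + 0.01% (detergent screen) or 0.0001% Triton X-100; 5.3 nM AmpC reagent; cpd preinc 15 min RT; nitrocefin (800 uM stock) to start; A480 q20 s × 4 min; Activity was normalised to no-enzyme and no-compound control wells.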
Numbers without * were called inactive; ? = inconclusive; · = no result given; [ ] = dose if it differs, or a comment. Unless noted, the call rests on the fitted dose curve; in most records, active means well fitted curve in the direction sought with a large enough effect; inconclusive means small, poorly fitted or top-dose-only effect, or another doubt; inactive means no such curve, though single readings can be large; an effect the other way counts as inactive or inconclusive. Unless noted, on the % scale 0 is the no-effect control and ±100 the full control effect. This is a random part of the collection; any-hit rate near 9.9%.

#1 CCOc1cc(CNCCc2c[nH]c3ccccc23)cc(Cl)c1OCC
#2 Cc1cc(=O)oc2cc3c(cc12)OCCN3
#3 COc1ccccc1S(=O)(=O)NCc1ccc(C(=O)N(C)Cc2ccc(F)cc2)cc1
#4 O=c1c2ccccc2oc2nc(-c3ccco3)n(-c3ccccc3)c(=O)c12
#5 O=C(Nc1ccc(F)c(Cl)c1)Nc1cnccn1
#6 CC(C)c1nc(N2CCOCC2)c(C#N)c2c1COC(C)(C)C2

assay / compound,1,2,3,4,5,6
HCV inh,?,?,?,0%,7%,-13%
Giardia FBPA inh,-6%,-9%,·,-5%,3%,2%
Sm TGR inh,-31%,3%,-3%,0%,·,4%
AmpC inh detg,-7%,3%,-7%,?,3%,-22%
HCMV antiviral,-63*,75,?,113,-27,40
AmpC no deterg,27%,-6%,85%[activator],-24%,-7%,-2%

#7 Cc1ccc(C(=O)Nc2ccc(Oc3ccc(C(=O)O)c(C(=O)O)c3)cc2)cc1C
#8 O=C(c1ccsc1)N1CCCC(Nc2cccc(F)c2)C1 (configuration not stated)
#9 Cc1c(Cl)cccc1NC(=O)CSC(C)c1nc2ccccc2c(=O)[nH]1 (configuration not stated)
#10 CCC(C)NC(=O)CCS(=O)(=O)c1ccc(Br)s1 (configuration not stated)
#11 Cc1ccccc1NC(=O)C1CCN(S(=O)(=O)c2ccccc2)CC1
#12 O=C(NCc1ccco1)C1CCCN1C(=O)Nc1ccccc1Cl (configuration not stated)

assay / compound,7,8,9,10,11,12
HCV inh,15%,-3%,2%,-18%,·,5%
Giardia FBPA inh,?,-9%,-18%,13%,·,4%
Sm TGR inh,-1%,6%,-3%,5%,0%,·
AmpC inh detg,1%,2%,1%,1%,10%,-5%
HCMV antiviral,11,?,?,?,-78*,4
AmpC no deterg,-25%,-2%,-3%,-40%,·,-10%

#13 CCOC(=O)c1ccc(NC(=O)Nc2cc(C)cc(C)n2)cc1
#14 COc1ccc(Nc2nc(CC(C)=O)ns2)cc1
#15 Cc1cccc(C(=O)NCCN2CCOCC2)c1[N+](=O)[O-]
#16 COc1ccc(/C=C/c2nc(C#N)c(N3CCC(C)CC3)o2)cc1OC
#17 C=CCSc1nsc(N)n1
#18 O=C(CSc1nnc(NC(=O)Cc2ccc(F)cc2)s1)NCc1ccco1

assay / compound,13,14,15,16,17,18
HCV inh,·,3%,16%,·,-8%,-13%
Giardia FBPA inh,-1%,-5%,2%,·,-10%,4%
Sm TGR inh,1%,-17%,5%,-1%,-1%,5%
AmpC inh detg,-6%,?,-2%,2%,-5%,2%
HCMV antiviral,-2,78,-3,-14,13,-4
AmpC no deterg,0%,-15%,-7%,·,-14%,-22%

#19 CCCCNC(=O)CCCn1c(=O)c2ccccc2n(Cc2cccc(Cl)c2)c1=O
#20 CCc1nc2c(c(=O)[nH]1)C1(CCCC1)Cc1ccccc1-2
#21 CC1CCN(S(=O)(=O)c2ccc(C(=O)Nc3nnc(C4CC4)o3)cc2)CC1
#22 O=C1CCC(=O)N1OCCCOc1ccc(Br)cc1Cl
#23 Cc1ccccc1NC(=S)NNC(=O)c1cccnc1
#24 CCNC(=O)C(C)NC(=O)C1=NN(c2ccccc2)C(=O)CC1 (configuration not stated)

assay / compound,19,20,21,22,23,24
HCV inh,·,-3%,?,0%,-4%,4%
Giardia FBPA inh,·,0%,?,0%,-4%,5%
Sm TGR inh,-6%,-1%,0%,-20%,-6%,-8%
AmpC inh detg,-6%,-10%,-1%,?,-7%,-1%
HCMV antiviral,-31,-17,56,?,-25,-7
AmpC no deterg,·,-25%,-26%,43%,-32%,-2%

From compound 20 to 23, as listed above:
#20 CCc1nc2c(c(=O)[nH]1)C1(CCCC1)Cc1ccccc1-2
#21 CC1CCN(S(=O)(=O)c2ccc(C(=O)Nc3nnc(C4CC4)o3)cc2)CC1
#22 O=C1CCC(=O)N1OCCCOc1ccc(Br)cc1Cl
#23 Cc1ccccc1NC(=S)NNC(=O)c1cccnc1

assay / compound,20,21,22,23
HCV inh,-3%,?,0%,-4%
Giardia FBPA inh,0%,?,0%,-4%
Sm TGR inh,-1%,0%,-20%,-6%
AmpC inh detg,-10%,-1%,?,-7%
HCMV antiviral,-17,56,?,-25
AmpC no deterg,-25%,-26%,43%,-32%

Next compounds:
#25 CCc1ccc(C2N3CC4(C)CN2CC(c2ccccc2)(C3)C4=O)cc1 (configuration not stated)
#26 C=CCn1c(SCC(=O)N(C)C2CCS(=O)(=O)C2)nnc1-c1ccncc1 (configuration not stated)
#27 O=c1[nH]c(CSc2nc3ccccc3[nH]2)nc2c1cnn2-c1ccccc1
#28 CCc1c(C)nc2ncnn2c1N1CCC(C(=O)Nc2cccc(C(C)=O)c2)CC1
#29 Cn1c(=O)c2c(SCc3cccc(C(F)(F)F)c3)nc(-c3ccco3)nc2n(C)c1=O
#30 CC12CCC(=O)N1C(C(=O)Nc1nc3ccc(S(C)(=O)=O)cc3s1)CS2 (configuration not stated)

assay / compound,25,26,27,28,29,30
HCV inh,·,2%,?,?,·,5%
Giardia FBPA inh,·,1%,5%,1%,4%,·
Sm TGR inh,26%,2%,-2%,-1%,0%,-2%
AmpC inh detg,19%,-5%,0%,?,6%,?
HCMV antiviral,9,-8,-86*,?,6,15
AmpC no deterg,·,-32%,-26%,-1%,-22%,20%

#31 COc1ccc(CCn2c(-c3ccc(Cl)cc3)n[nH]c2=S)cc1OC
#32 Cc1ccc(CNC(=O)CN2c3cccc4cccc(c34)S2(=O)=O)cc1
#33 COc1ccc(CC(=O)NCCc2cnc[nH]2)cc1
#34 O=C(Nc1ccccc1)Nc1nccs1
#35 CCc1ccc2nc(N3CCN(C(=O)c4ccccc4)CC3)sc2c1
#36 Cc1cc(N2CCCC2=O)cc(C)c1S(=O)(=O)Nc1c(C)nn(C)c1C

assay / compound,31,32,33,34,35,36
HCV inh,13%,-18%,8%,-2%,·,-7%
Giardia FBPA inh,2%,·,-12%,-1%,·,2%
Sm TGR inh,8%,-15%,-5%,6%,-4%,-7%
AmpC inh detg,0%,?,-4%,-13%,0%,1%
HCMV antiviral,-24,-1,33,30,?,-35
AmpC no deterg,30%,-41%,-5%,-23%,·,4%

#37 Cc1cc(C)c(Nc2ncnc3c2cnn3C)c(C)c1
#38 Cc1cc(Nc2ccc(Br)c(C)c2)n2nc(C)nc2n1
#39 CCOC(=O)c1c(NC(=O)CSc2nnc(C)s2)sc2c1CCN(C)C2
#40 Cn1nccc1NC(=O)c1nccnc1C(=O)O
#41 CC(NC(=O)CN1CCN(c2cccc(Cl)c2)CC1)c1ccccc1 (configuration not stated)
#42 CCc1ccccc1N1CCN(S(=O)(=O)c2ccc(F)c(C)c2)CC1

assay / compound,37,38,39,40,41,42
HCV inh,·,-5%,?,17%,-9%,11%
Giardia FBPA inh,·,1%,?,?,-1%,1%
Sm TGR inh,-6%,-19%,32µM*,-4%,-14%,6%
AmpC inh detg,-4%,-13%,-11%,0%,-11%,-2%
HCMV antiviral,-5,-4,23,14,13,-9
AmpC no deterg,·,-2%,4%,-1%,105%[activator],-11%

#43 Cc1ccc(NC(=O)NC2CC(=O)N(c3ccc4c(c3)OCCO4)C2)c(C)c1 (configuration not stated)
#44 CCOc1ccc(S(=O)(=O)c2cc3cccc(OCC)c3oc2=O)cc1
#45 O=c1c(-c2ccco2)[n+]([O-])c2ccccc2n1OCc1ccccc1[N+](=O)[O-]
#46 CCN1CCN(CCCNC(=O)C2CCCN(c3nc4c(C)cc(C)cc4s3)C2)CC1 (configuration not stated)
#47 COc1ccccc1CNC(=O)[C@@H]1CCCN1S(=O)(=O)c1ccc(C)cc1
#48 Cc1cc(C)nc(/N=C(\N)Nc2ccccc2-c2ccccc2)n1

assay / compound,43,44,45,46,47,48
HCV inh,10%,·,?,10µM*,11%,?
Giardia FBPA inh,·,·,-16%,1%,4%,?
Sm TGR inh,-1%,8%,16µM*,-13%,0%,-5%
AmpC inh detg,?,14%,2%,-4%,-5%,-5%
HCMV antiviral,-39,8,-16,-4,-30,?
AmpC no deterg,0%,·,-23%,155%[activator],1%,-14%

#49 COc1ccc(N(Cc2ccccc2)C(=O)c2ccccc2[N+](=O)[O-])cc1
#50 c1ccc(-c2[nH]ncc2-c2nc3ccccc3[nH]2)cc1
#51 COC(=O)[C@@]12CCCCN1[C@H](c1ccc(-c3cccc(Cl)c3)c(OC)c1)[C@@H]1C(=O)N(C)C(=O)[C@@H]12
#52 CCCCN(Cc1ccco1)C(=O)C1CCCN(c2ncnc3c2nc2n3CCCCC2)C1 (configuration not stated)
#53 O=C(Cn1c(=O)n(-c2ccc(F)c(Cl)c2)c(=O)c2sc3ccccc3c21)NC1CCCCC1
#54 Cc1[nH]c2ccc(C(=O)N3CCN(C)CC3)cc2c1C

assay / compound,49,50,51,52,53,54
HCV inh,-7%,-8%,?,?,·,-30%
Giardia FBPA inh,15%,?,·,·,·,19%
Sm TGR inh,2%,6%,4%,-22%,4%,1%
AmpC inh detg,3%,10%,0%,-1%,9%,1%
HCMV antiviral,-33,13,11,-93*,-25,-1
AmpC no deterg,10%,-41%,127%[activator],157%[activator],·,-17%

#55 CCCNC(=O)Nc1ccc2c(c1)nc(C)n2C
#56 O=C(Nc1c2c(nc3ccccc13)CCCC2)c1cccc([N+](=O)[O-])c1
#57 C=CCNC(=O)c1cc(-c2cccnc2)nc2ccccc12
#58 CC(=O)Nc1ccc(S(=O)(=O)NCc2nc(-c3ccccc3)no2)cc1
#59 C[C@@H]1CN([C@H](C)CO)C(=O)c2cc(NC(=O)c3ccncc3)ccc2O[C@@H]1CN(C)C(=O)Nc1ccccc1
#60 Cc1cccc(C)c1N1C(=O)CN(Cc2ccccc2)C1=S

assay / compound,55,56,57,58,59,60
HCV inh,-8%,?,-21%,16%,20%,5%
Giardia FBPA inh,-2%,3%,1%,-11%,·,7%
Sm TGR inh,16%,8%,-12%,2%,·,2%
AmpC inh detg,-9%,?,0%,1%,·,-15%
HCMV antiviral,77,-64*,85,0,-3,-33
AmpC no deterg,-20%,-12%,0%,-24%,141%[activator],-18%

#61 Cc1cccc(NC(=O)c2c([N+](=O)[O-])c(C(C)(C)C)nn2C)c1
#62 Cc1ccc(-c2nc3cccnc3s2)cc1NC(=O)C(C)C
#63 C/C(=N\Nc1cc(N2CCCCC2)nc(C)n1)c1ccc(Br)cc1
#64 CCOC(=O)CNC(=O)c1ccc(Cl)s1
#65 CC(=O)c1c(N2CCOCC2)nc(=S)n(-c2cc(C)ccc2C)c1C
#66 COc1ccc(Nc2nc(C)nc3sc4c(c23)CCC4)cc1O
#67 Cc1cccc(N2CCN(C(=O)COc3cc(=O)n(C)c4ccccc34)CC2)c1C
#68 COc1cccc(CN(C)C(=O)c2cccc(NC(=O)CC3SC(N4CCCCC4)=NC3=O)c2)c1OC (configuration not stated)

assay / compound,61,62,63,64,65,66,67,68
HCV inh,-2%,·,11µM*,1%,6%,?,?,-15%
Giardia FBPA inh,-1%,·,?,17%,-16%,-10%,-11%,·
Sm TGR inh,-2%,6%,18%,3%,-2%,-1%,-15%,-7%
AmpC inh detg,0%,1%,7%,0%,-1%,-10%,1%,-3%
HCMV antiviral,-25,9,-67*,6,?,-35,-23,-24
AmpC no deterg,-19%,·,65%[activator],-6%,-20%,-21%,144%[activator],126%[activator]
